Bioassay records from PubChem BioAssay.
GC-B act: GC-B (human) receptor activation | HEK293-GC-B cells, CNP EC30, cGMP TR-FRET; 0% at EC30 CNP, 100% saturating CNP | P20594 | actives 0.11% (n = 370,000) | activation, % at 10 µM;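 active = activation at 10 µM reaching about 35% in either raw or pattern-adjusted values, limit read from the data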
Target sequence (P20594 whole entry, looked up): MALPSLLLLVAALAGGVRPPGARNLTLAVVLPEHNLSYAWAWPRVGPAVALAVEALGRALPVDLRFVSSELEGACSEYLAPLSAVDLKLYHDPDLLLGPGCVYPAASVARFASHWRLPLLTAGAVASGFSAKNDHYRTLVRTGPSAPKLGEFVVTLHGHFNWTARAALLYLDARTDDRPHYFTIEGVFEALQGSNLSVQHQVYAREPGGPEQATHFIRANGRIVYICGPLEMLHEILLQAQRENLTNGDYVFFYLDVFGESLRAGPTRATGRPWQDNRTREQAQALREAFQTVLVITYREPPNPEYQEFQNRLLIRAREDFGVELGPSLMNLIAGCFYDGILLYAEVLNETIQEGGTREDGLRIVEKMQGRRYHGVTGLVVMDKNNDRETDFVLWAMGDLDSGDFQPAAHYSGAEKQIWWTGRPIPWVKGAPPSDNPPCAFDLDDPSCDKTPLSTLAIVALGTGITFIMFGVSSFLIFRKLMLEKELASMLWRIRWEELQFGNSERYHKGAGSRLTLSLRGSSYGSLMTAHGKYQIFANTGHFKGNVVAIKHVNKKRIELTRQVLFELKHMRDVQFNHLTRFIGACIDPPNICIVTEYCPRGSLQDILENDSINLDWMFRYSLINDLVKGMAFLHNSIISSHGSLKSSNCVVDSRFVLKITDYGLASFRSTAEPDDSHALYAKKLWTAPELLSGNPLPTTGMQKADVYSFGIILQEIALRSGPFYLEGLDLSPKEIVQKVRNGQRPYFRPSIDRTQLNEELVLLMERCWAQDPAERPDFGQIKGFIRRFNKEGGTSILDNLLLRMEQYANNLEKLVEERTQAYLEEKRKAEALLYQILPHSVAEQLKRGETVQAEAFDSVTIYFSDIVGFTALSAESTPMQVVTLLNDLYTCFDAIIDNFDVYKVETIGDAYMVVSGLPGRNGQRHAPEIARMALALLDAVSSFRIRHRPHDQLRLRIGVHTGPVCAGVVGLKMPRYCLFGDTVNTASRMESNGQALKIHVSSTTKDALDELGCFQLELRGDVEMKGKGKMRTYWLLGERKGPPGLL
proKLK7 act: proKLK7 (human) activation, primary screen; purified proKLK7, EDANS-DABCYL substrate fluorescence; 100% is mature enzyme control, 0% vehicle; activation, % at 7 µM; actives 0.9% (n = 370,000);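 active = activation above the mean of all tested compounds plus 3 SD, computed per campaign excluding outliers beyond control limits, cut at about 13% in these data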
ASAP1 GAP inh: inhibitors of human ASAP1 ArfGAP activity; Q9ULH1; ASAP1-stimulated ARF1 GTP hydrolysis, GDP FP detection; inhibition, % at 16.5 µM; actives 0.19% (n = 360,000); AID 624377; in the data active = inhibition above about 25%;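 note: 0% = vehicle with enzyme and substrate and 100% = no enzyme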
GAA850 FXN act: increases GAA850 frataxin promoter reporter activity | HEK293 lucGAA850 FXN promoter luciferase reporter, 24 h; percent of 10 µM SAHA response | activation, % at 6 µM | actives 0.56% (n = 360,000) | AID 540364;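 active = activation above the average of all compounds screened plus 3 SD, cutoff fixed separately per campaign, cut at about 7.5% in these data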;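 note: 0% = DMSO wells and 100% = 10 µM SAHA wells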
rCAG RNA binder: binds r(CAG) RNA repeats | r(CAG) RNA repeat, TO-PRO-1 dye displacement fluorescence | inhibition, % at 3 µM | actives 1.3% (n = 370,000) | AID 651821;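 active = inhibition above the plate cutoff, the mean of all test compounds on that plate plus 3 SD, cut at about 35% in these data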;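 note: 0% = DMSO alone and 100% = 100 µM mitoxantrone as full dye displacement; higher means more dye released from RNA so lower well fluorescence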
HGIII-sPLA2 inh: Inhibits HGIII-sPLA2 liposome hydrolysis, primary screen; Q9NZ20; QFRET BODIPY PC-A2 liposome hydrolysis, fluorescence; inhibition, % at 12.2 µM; actives 0.56% (n = 370,000); AID 743126;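 active = inhibition above mean plus 3 SD of compounds lying within the high and low control bounds, cut at about 19% in these data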;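 note: 0% = median of test compound wells and 100% = no enzyme DMSO wells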
ADAM10 inh: inhibits human ADAM10; O14672; recombinant ADAM10, EDANS/DABCYL FRET peptide cleavage, 3 h; inhibition, % at 7 µM; actives 0.62% (n = 370,000);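 active = inhibition above a per-campaign cutoff equal to the mean of compounds falling between control-based bounds plus 3 SD, cut at about 20% in these data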;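 note: 0% = DMSO wells while the 100% control is not disclosed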
NPR1 activator: GC-A (human) enzyme activation; activation, % at 10 µM; HEK293 GC-A cells, cGMP TR-FRET, EC30 ANP; 0% at EC30 ANP, 100% saturating ANP; P16066; actives 0.14% (n = 370,000); in the data active = activation above about 40%
ARFGAP1 inhibitor: inhibits rat ARF GTPase activating protein 1; Q62848; Arfgap1-stimulated ARF1 GTP hydrolysis, GDP FP detection; inhibition, % at 16.5 µM; actives 0.26% (n = 360,000); AID 651572;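 active = inhibition above a per-plate limit, mean inhibition of low control wells plus 3 SD, cut at about 25% in these data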;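 note: 0% = DMSO wells with enzyme and 100% = wells lacking Arfgap1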
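System: truncated rat Arfgap1 GAP domain / Medium: HEPES-based buffer, pH 7.5 / Also added: N-terminally truncated human ARF1-GTP substrate / Incubation: enzyme reaction 120 min at 25 °C after 20 min preincubation / Measured by: FP of antibody-bound GDP Alexa 633 tracer, ex 620/em 688 nm / Replicates: singlicate, each compound tested once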
DDE Tn6 FP inh: disrupts Tn6 cyclic peptide binding to fibrin D-Dimer-E complex; P02675; actives 0.21% (n = 370,000); inhibition, % at 8.3 µM; Fibrin DD(E) TRITC-Tn6 fluorescence polarization displacement;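 active = inhibition above a per-campaign cutoff: mean of compounds within control limits plus 3 SD, cut at about 15% in these data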;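 note: 0% = median of all compound wells on the plate and 100% = blocking peptide control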
* hit, by the source's call; x = not tested or not shown.

No.	smiles	proKLK7 act	DDE Tn6 FP inh	ADAM10 inh	HGIII-sPLA2 inh	NPR1 activator
1	COc1ccc(N(C)S(=O)(=O)c2cccc(C(=O)OCC(=O)NCc3ccccc3OC)c2)cc1	0.8	5	15	-15	-2
2	CCOC(=O)C1C(=O)NC(c2ccccc2)=NC1c1ccc(O)c(OC)c1 (stereo not drawn)	-1.1	2	13	14	5
3	COc1ccc(/C=N/NC(=O)c2ccc(-n3cnnn3)cc2)cc1	1.0	2	-5	5	0
4	O=C(Nc1ccccc1-c1ccccc1)c1ccco1	1.4	-6	4	5	0
5	CCCc1nnc(NC(=O)CCC(=O)N2CCN(Cc3ccc(F)cc3)CC2)s1	0.3	1	8	12	4
6	Oc1ccc(C[C@H]2CN([C@@H](Cc3cccc(O)c3)CN3CCC[C@@H]3CN3C(=S)NC[C@@H]3Cc3ccccc3)C(=S)N2CC2CCCCC2)cc1	-0.7	0	31*	-4	-2
7	COC(=O)c1nc[nH]c1C(=O)OC	-0.3	5	0	10	0
8	Cc1nn(C(C)(C)C)c(OC(=O)c2cccs2)c1Sc1ccccc1	-0.7	5	12	-11	-6
9	CC(C)(C)C(=O)NC1CCN(CC(=O)Nc2ccc3c(c2)OCO3)CC1	0.2	-2	-1	1	0
10	CC(NS(=O)(=O)c1ccc2ccccc2c1)c1ccccn1 (stereo not drawn)	-0.3	5	-8	7	-1

No.	ARFGAP1 inhibitor	ASAP1 GAP inh	GC-B act	rCAG RNA binder	GAA850 FXN act
1	14	9	0	4	0.6
2	1	-9	-3	0	-0.6
3	2	-25	-3	2	-0.9
4	-8	-12	1	2	2.1
5	9	-6	1	0	-1.3
6	2	4	-1	9	x
7	-1	-17	4	-1	-0.3
8	-8	-2	-12	1	-0.5
9	-15	-1	3	1	3.1
10	0	1	3	-1	2.6

Remaining list, next part:
No.	smiles	proKLK7 act	DDE Tn6 FP inh	ADAM10 inh	HGIII-sPLA2 inh	NPR1 activator
11	COc1ccc(CC(=O)Oc2ccc(F)c(F)c2)cc1S(=O)(=O)N1CCOCC1	0.0	11	1	-7	2
12	COC(=O)C1=C(SC)N(c2ccc(OC)cc2)C(c2ccccc2)CC1=O (stereo not drawn)	-0.4	0	1	3	-5
13	O=C(NN1CCOCC1)c1ccccc1	0.0	-3	-5	10	1
14	CCOc1ccc(COC(=O)C2CC(=O)N(CCc3ccccc3)C2)cc1OC (stereo not drawn)	0.1	4	-10	2	-1
15	Cn1nccc1NS(=O)(=O)c1ccc(C(C)(C)C)cc1	-0.5	-5	-5	-9	0
16	CC(=O)Oc1ccc(Cn2c(C)c(C(=O)NCc3ccccc3C(F)(F)F)sc2=O)cc1	-0.1	-2	-1	-9	1
17	O=C(NNC(=O)C1CCN(S(=O)(=O)c2ccccc2C(F)(F)F)CC1)c1ccccc1O	-5.8	1	-91	16	3
18	COc1ccc(NC(=O)c2cc(C)on2)cc1	-0.4	-3	1	-2	1
19	COc1ccccc1N1CCN(C(=O)Cc2c(C(=O)O)[nH]c3ccc(Cl)cc23)CC1	-0.4	8	1	-18	0
20	COc1ccc(OC)c(-c2cc(C(=O)O)c3cc4ccccc4cc3n2)c1	0.0	9	-11	10	-2

No.	ARFGAP1 inhibitor	ASAP1 GAP inh	GC-B act	rCAG RNA binder	GAA850 FXN act
11	15	-7	5	-2	-3.0
12	-9	-4	-4	-8	-3.1
13	-8	9	-1	-3	1.9
14	-7	7	-4	-1	-0.1
15	9	2	2	5	1.9
16	7	4	6	-1	-0.5
17	-4	-12	1	10	-2.1
18	12	16	6	-1	4.6
19	-10	-4	-1	39*	-0.6
20	4	-8	2	-1	2.9

Compounds 15 to 20 of the list above:
No.	smiles	proKLK7 act	DDE Tn6 FP inh	ADAM10 inh	HGIII-sPLA2 inh	NPR1 activator
15	Cn1nccc1NS(=O)(=O)c1ccc(C(C)(C)C)cc1	-0.5	-5	-5	-9	0
16	CC(=O)Oc1ccc(Cn2c(C)c(C(=O)NCc3ccccc3C(F)(F)F)sc2=O)cc1	-0.1	-2	-1	-9	1
17	O=C(NNC(=O)C1CCN(S(=O)(=O)c2ccccc2C(F)(F)F)CC1)c1ccccc1O	-5.8	1	-91	16	3
18	COc1ccc(NC(=O)c2cc(C)on2)cc1	-0.4	-3	1	-2	1
19	COc1ccccc1N1CCN(C(=O)Cc2c(C(=O)O)[nH]c3ccc(Cl)cc23)CC1	-0.4	8	1	-18	0
20	COc1ccc(OC)c(-c2cc(C(=O)O)c3cc4ccccc4cc3n2)c1	0.0	9	-11	10	-2

No.	ARFGAP1 inhibitor	ASAP1 GAP inh	GC-B act	rCAG RNA binder	GAA850 FXN act
15	9	2	2	5	1.9
16	7	4	6	-1	-0.5
17	-4	-12	1	10	-2.1
18	12	16	6	-1	4.6
19	-10	-4	-1	39*	-0.6
20	4	-8	2	-1	2.9

(listing goes on)
No.	smiles	proKLK7 act	DDE Tn6 FP inh	ADAM10 inh	HGIII-sPLA2 inh	NPR1 activator
21	CCOC(=O)C1CCCN(c2c(NCCCN(CC)c3cccc(C)c3)c(=O)c2=O)C1 (stereo not drawn)	0.3	1	-1	0	-3
22	COC(=O)c1cc(S(=O)(=O)N2c3ccccc3CC2C)c[nH]1 (stereo not drawn)	0.7	3	-2	-8	-5
23	CC1CCN(C(=O)CSc2nc3ccccc3[nH]2)CC1	0.6	-4	2	10	-1
24	CCOc1cc(C2Nc3ccccc3C(=O)N2c2ccccc2)ccc1O (stereo not drawn)	4.1	2	-123	16	-4
25	CCCCNC(=O)CC1C(=O)N(Cc2ccccc2)C(C)c2nc3ccccc3n21 (stereo not drawn)	0.4	-5	-4	2	-1
26	COc1ccc(OC)c(N(CC(=O)N2CCOCC2)S(C)(=O)=O)c1	-0.1	-1	1	2	-4
27	CCN(CC)C(=O)C1CCN(Cc2cccc(OCc3ccccc3)c2)CC1	0.4	4	-8	-15	-1
28	COc1ccc2oc(C(=O)N(C)Cc3ccc(OC(F)F)cc3)c(C)c2c1	-0.1	8	-3	-3	0
29	Cc1ccc(S(=O)(=O)N2CCN(c3ccccc3)CC2)cc1	0.1	-5	3	2	-1
30	N#C/C(=C\c1ccc2c(c1)OCCO2)C(=O)NC1CCCCC1	-0.7	-5	-3	24*	7

No.	ARFGAP1 inhibitor	ASAP1 GAP inh	GC-B act	rCAG RNA binder	GAA850 FXN act
21	-4	-2	-5	-9	-0.5
22	1	5	-1	0	1.2
23	-6	13	-1	-2	2.4
24	-5	5	-1	-1	-2.4
25	9	4	9	0	-2.6
26	-7	-1	1	0	1.8
27	-5	10	0	-8	-1.8
28	4	3	2	-4	1.6
29	-3	0	1	0	1.7
30	6	-2	-5	-5	6.2

(more compounds)
No.	smiles	proKLK7 act	DDE Tn6 FP inh	ADAM10 inh	HGIII-sPLA2 inh	NPR1 activator
31	Cc1nn(C)cc1CNC(=O)c1ccc(F)cc1	-0.1	6	3	7	0
32	COc1ccc(C(=O)C2CCCN(Cc3cccn3-c3ccc(Cl)cn3)C2)c(OC)c1 (stereo not drawn)	0.5	-3	-6	-12	-20
33	CC(C)(C)NC(=O)Cc1ccc(Cl)c(Cl)c1	-0.3	0	3	1	3
34	N#Cc1ccc(S(=O)(=O)N2CCC(N3CCCCC3)CC2)cc1	0.2	5	-1	-4	4
35	O=C(NC12CC3CC(CC(C3)C1)C2)N1CCC(O)CC1	-0.2	-1	-5	-5	4
36	CCSc1ccccc1C(=O)N1CCN(c2ccccc2F)CC1	-0.5	5	-4	-9	3
37	COc1ccc(Cl)cc1NC(=O)c1cc(-c2ccc(C)cc2O)n[nH]1	0.2	-4	-7	1	2
38	O=C(Nc1cccc(Cl)c1)NC1CCN(C2CCCCC2)C1 (stereo not drawn)	0.4	0	1	-9	-4
39	Cc1cc(Br)ccc1NC(=O)CN(C)C(=O)COc1cccc2c1OC(C)(C)C2	0.0	1	0	-11	-10
40	CCN1CCc2c(sc(NC(=O)Cc3ccccc3)c2C(=O)OC)C1	-0.6	-5	1	-11	3

No.	ARFGAP1 inhibitor	ASAP1 GAP inh	GC-B act	rCAG RNA binder	GAA850 FXN act
31	5	0	4	0	-0.1
32	-3	-6	-4	12	-7.0
33	4	10	-3	-2	3.6
34	12	-17	-1	1	1.6
35	6	-11	2	-2	1.5
36	4	-7	3	-7	1.3
37	-11	16	-5	2	2.3
38	1	5	-3	4	0.9
39	-20	-2	-9	-6	1.6
40	-13	-6	3	0	0.5

Further compounds follow.
No.	smiles	proKLK7 act	DDE Tn6 FP inh	ADAM10 inh	HGIII-sPLA2 inh	NPR1 activator
41	O=C(Nc1ccc(S(=O)(=O)N2CCOCC2)cc1)c1ccc2ncsc2c1	-0.2	-3	-1	-12	0
42	CCC(C)Nc1nc2c(c(=O)n(C)c(=O)n2C)n1C (stereo not drawn)	0.0	-8	3	1	3
43	O=C(O)C1CSC(c2ccccc2Cl)N1C(=O)c1ccc(Cl)cc1 (stereo not drawn)	-0.2	-6	0	-5	0
44	COc1ccc(OC)c(C2C3=C(CCCC3=O)NC3=C2C(=O)CCC3)c1	0.8	6	8	-2	4
45	CCOC(=O)c1ccc(NC2Nc3cc(C)nn3S2)cc1 (stereo not drawn)	-0.5	0	3	8	0
46	CC1=NNC(=O)/C1=C\c1cn(-c2ccccc2)nc1-c1ccccc1	-0.6	-4	24*	-13	-9
47	O=C(Nc1nc2ccccc2s1)c1c(F)cccc1Cl	0.4	-3	0	7	8
48	CC(C)CC(=O)NC(=S)NNC(=O)c1ccc([N+](=O)[O-])cc1	0.0	0	-1	19	0

No.	ARFGAP1 inhibitor	ASAP1 GAP inh	GC-B act	rCAG RNA binder	GAA850 FXN act
41	8	-11	-4	5	1.0
42	-1	2	-3	-1	2.0
43	5	-15	2	18	0.7
44	2	-1	4	0	-0.2
45	-9	-6	-2	2	0.9
46	12	-4	-10	19	8.0*
47	0	-7	2	0	1.3
48	-1	-10	-2	2	-0.9

No enrichment for hits (roughly 4.5% active in at least one column).
